Bioassay records deposited in PubChem by National Center for Advancing Translational Sciences (NCATS).
L3MBTL1 block: inhibitors of human L3MBTL1; AlphaScreen L3MBTL1–H3K9me1 peptide binding; hit rate 0.66% among 230,000; Potency, µM (titrated, usually from 57.1 µM), inactives show at the top dose activity, negative = inhibition, most hits filed as inhibitors; Q9Y468; active = well fitted inhibition curve with a large enough effect; note: nearly all actives have a fitted effect of over 60% in size
Target sequence (Q9Y468 whole entry, looked up): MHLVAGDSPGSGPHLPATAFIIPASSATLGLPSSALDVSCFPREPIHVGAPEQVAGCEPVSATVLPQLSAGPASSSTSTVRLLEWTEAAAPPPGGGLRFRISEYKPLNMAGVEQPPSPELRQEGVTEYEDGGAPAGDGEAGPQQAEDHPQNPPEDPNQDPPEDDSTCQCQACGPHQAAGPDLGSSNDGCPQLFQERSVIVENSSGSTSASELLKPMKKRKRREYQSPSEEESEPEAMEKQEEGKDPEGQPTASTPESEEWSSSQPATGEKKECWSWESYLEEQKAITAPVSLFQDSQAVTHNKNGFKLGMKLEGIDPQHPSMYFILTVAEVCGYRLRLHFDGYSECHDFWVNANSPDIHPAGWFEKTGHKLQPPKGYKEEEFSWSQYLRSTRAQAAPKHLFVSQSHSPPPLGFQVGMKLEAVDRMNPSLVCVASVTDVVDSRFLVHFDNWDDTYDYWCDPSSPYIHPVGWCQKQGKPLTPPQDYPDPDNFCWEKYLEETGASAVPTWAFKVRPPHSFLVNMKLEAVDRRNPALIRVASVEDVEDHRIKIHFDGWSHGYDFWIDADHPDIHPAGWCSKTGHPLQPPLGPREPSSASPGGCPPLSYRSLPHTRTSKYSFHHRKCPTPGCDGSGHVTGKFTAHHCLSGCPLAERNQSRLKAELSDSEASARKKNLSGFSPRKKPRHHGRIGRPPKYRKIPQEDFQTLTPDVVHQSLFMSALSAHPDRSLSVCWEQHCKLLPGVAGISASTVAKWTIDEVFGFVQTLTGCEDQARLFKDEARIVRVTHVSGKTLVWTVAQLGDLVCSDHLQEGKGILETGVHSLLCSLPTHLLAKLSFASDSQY
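Read-out is AlphaScreen signal from streptavidin donor and nickel chelate acceptor beads (10 ug/mL final each) bridging L3MBTL1 (50 nM) and biotinylated K9-monomethylated H3(1-15) peptide (75 nM), after 30 min compound exposure at room temperature.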
The depositor's hits bear a star; & = joins results of further samples; [ ] = another dose, or the depositor's remark. % is set by controls: 0 for no effect and ±100 for the full control effect; potency is the fitted concentration of half-maximal effect. These rows are one share of the data; the hit share may differ from the screen's.

SMILES | L3MBTL1 block
CC12CCC(=O)N1C(C(=O)N1CCN(c3ccc([N+](=O)[O-])cc3)CC1)CS2 (configuration not stated) | 9.2%
COc1ccccc1N1CCN(Cc2cc(=O)c(OCC(=O)Nc3ccccc3)co2)CC1 | 5.9%
O=C(/C=C/c1cccc(F)c1)OCC(=O)N1CCc2ccccc21 | 3.5%
CCN(CC(=O)NCc1cccs1)C(=O)COc1ccccc1C#N | 2.3%
Cc1ccc(S(=O)(=O)N2[C@@H](c3ccc(Cl)cc3)C(C(=O)O)=CC[C@H]2c2cccc(Cl)c2)cc1 | 3.0%
Cc1ccc(NC(=O)CCN2CCC(Cc3ccccc3)CC2)cc1 | -2.4%[2.29 µM]
Nc1c(C(=O)OCC(=O)Nc2ccccc2Br)[nH]c(=O)[nH]c1=O | -3.2%
COc1ccc(NC(=O)c2cc(-c3ccccc3)nc3c2cnn3C(C)C)c(OC)c1 | -9.1%
CN(C)CCn1c2c(c(SCC(=O)Nc3ccc4c(c3)OCCO4)nc1=O)CCC2 | -0.6%
CS(=O)(=O)N1CCC(C(=O)Nc2ccccc2Cl)CC1 | 1.1%
Cc1ccc(S(=O)(=O)N(C)C[C@@H]2Oc3ccc(NC(=O)CCC(F)(F)F)cc3CC(=O)N([C@@H](C)CO)C[C@@H]2C)cc1 | 2.6%
O=C(COC(=O)C1CC1)NCc1ccccc1 | -6.8%
COC(=O)[C@@H](Cc1ccccc1)NC(=O)Cn1cnc2c(SC)nc(N)nc21 | 9.0%
O=C(CSc1nc(=O)n(CCCN2CCOCC2)c2c1CCC2)Nc1ccc([N+](=O)[O-])cc1 | 2.7%
COc1ccc(Cl)cc1NC(=O)CN(C)C(=O)c1ccc(-n2nc(C)cc2C)cc1 | -1.0%
CCN(CC(=O)Nc1ccccc1OC)C(=O)C1CCCC1 | 8.7%
COc1ccc(-n2ncc3c(N4CCN(c5cccc(C)c5C)CC4)ncnc32)cc1 | 17.7%
CS(=O)(=O)c1ccc(C(=O)OCC(=O)Nc2cccc(S(=O)(=O)N3CCCC3)c2)cc1 | -1.2%
Cc1ccc(NC(=O)CN(C)C(=O)COC(=O)[C@@H](NC(=O)c2ccccc2F)C(C)C)cc1 | 2.6%
Cc1cccnc1NC(=O)CNC(=O)c1sc2ccccc2c1Cl | -3.3%
CN(C)c1nc(NCc2ccccc2)nc(SCC(N)=O)n1 | -9.5%
COC(=O)[C@]1(C)N[C@H](CN(C)C(=O)C2CCCCC2)[C@@H]2C(=O)N(Cc3ccccc3)C(=O)[C@@H]21 | -1.3%
CCOC(=O)N1CCN(C(=O)c2cc(S(=O)(=O)N3CCc4ccccc43)ccc2OC)CC1 | -5.0%
COc1cccc(CNC(=O)COC(=O)c2c(NC(C)=O)sc(C)c2C)c1 | 7.8%
COCCNc1nnc(SCC(=O)Nc2cc(C)on2)s1 | -0.4%
Nc1ccn(CC(=O)NCCc2ccccn2)c(=O)n1 | -2.8%
O=C(O)CN1C(=O)/C(=C\c2cccc(OCc3ccc(Cl)cc3Cl)c2)SC1=S | -14.2%
COc1ccccc1N1CCN(C(=O)c2cc(C(=O)N3CCN(c4ccccc4OC)CC3)cc([N+](=O)[O-])c2)CC1 | -4.2%
O=C(COC(=O)CNC(=O)c1ccc(Cl)cc1Cl)NCc1ccco1 | 0.0%
Cc1noc(C)c1CSCC(=O)Nc1ccc(S(C)(=O)=O)cc1 | 27.7%
Cn1cc(S(=O)(=O)N2CCCC2)cc1C(=O)N1CCN(c2ccccc2)CC1 | 0.2%
COc1ccc(NC(=O)C2CCCN(S(C)(=O)=O)C2)cc1 (configuration not stated) | -1.0%
Cc1ccc(OCCC(=O)N(Cc2ccccc2)c2c(N)n(Cc3ccccc3)c(=O)[nH]c2=O)cc1 | 4.6%
COc1cc(C(=O)NCC(=O)Nc2c(C)cccc2C)ccc1OCC(=O)N1CCOCC1 | 1.2%
COc1ccc2oc(C(=O)NNC(=O)c3ccc(F)cc3)c(C)c2c1 | -3.8%
COc1ccc(CNc2nc3ccc(C)cc3s2)c(OC)c1OC | -2.7%
CCN(CC(=O)Nc1c(F)cccc1F)C(=O)CNC(=O)c1ccco1 | 6.8%
CC(=O)c1cccc(NC(=O)CSc2nc(=O)n(CCN3CCOCC3)c3c2CCCC3)c1 | -6.7%
Cc1ccc(C(=O)NNC(=O)c2ccc(NC(=O)C(C)(C)C)cc2)cc1 | -1.2%
Cc1cccn2c(=O)c(C(=O)NC3CC(C)CC(C)(C)C3)c(O)nc12 (configuration not stated) | 8.4%
COCc1cc(C)nc(SCc2ccc(F)cc2)c1C#N | 94.1%[activator]
O=C(COC(=O)c1ccc(F)c(S(=O)(=O)N2CCOCC2)c1)NCc1ccc(F)cc1 | 4.1%
CCCNC(=O)C(Cc1ccccc1)NC(=O)c1cccc([N+](=O)[O-])c1 (configuration not stated) | -7.0%
CCS(=O)(=O)N1CCC(NC(=O)C(Cc2ccc(OC)c(OC)c2)NC(C)=O)CC1 (configuration not stated) | 2.4%
CCOc1ccccc1NC(=O)C1COc2ccccc2O1 (configuration not stated) | 27.5%
O=C(/C=C/c1ccccc1)OCC(=O)c1ccc[nH]1 | 0.0%
Cc1nc(Cl)sc1C(=O)Nc1cc(F)cc(F)c1 | -0.8%
O=C(CN1C(=O)c2ccccc2S1(=O)=O)Nc1ccon1 | -3.3%
O=C1CC2(CCN(C(=O)c3ccccc3F)CC2)Oc2ccccc21 | 8.4%
Cc1cc(OC(=O)c2cc(Br)ccc2Cl)c([N+](=O)[O-])c(=O)[nH]1 | 5.0%
CCN(C(=O)CSc1nnc(-c2ccc(C)cc2)n1N)c1c(N)n(Cc2ccccc2)c(=O)[nH]c1=O | 7.7%
CN(C)Cc1ccccc1C(O)(c1ccccc1)c1ccccc1 | -4.4%
NS(=O)(=O)c1ccc(NC(=O)c2ccc(OCC3CCCO3)cc2)cc1 (configuration not stated) | 2.1%
Cc1ccc(Cl)cc1NC(=O)CON=C(N)c1ccccc1 | -1.8%
CCOC(=O)C1=C(COC(=O)Cc2ccc(Cl)cc2)NC(=O)NC1C (configuration not stated) | -0.1%
C[C@]1(OC(=O)/C=C/c2ccccc2)C[C@@H](O)[C@]2(O)C=CO[C@@H](O[C@@H]3O[C@H](CO)[C@@H](O)[C@H](O)[C@H]3O)[C@@H]21 | -8.5%
CCc1noc(C)c1C(=O)N(C)CC(=O)Nc1ccc(OC)cc1 | -2.0%
O=C(Nc1cccc(S(=O)(=O)N2CCOCC2)c1)c1cc(=O)[nH]c2ccccc12 | 4.9%
COc1cc(C(=O)OCc2cccc(S(=O)(=O)N3CCOCC3)c2)ccc1OCC(C)C | -1.2%
COc1ccc(CCC(=O)Nc2ccc3c(c2)OCO3)cc1 | 2.9%

Later entries:
SMILES | L3MBTL1 block
CC(NC(=O)COc1ccc(/C=N/NC(=O)CO)cc1)c1ccccc1 (configuration not stated) | 1.6%
CC(=O)C[C@@H](O)CC(=O)[C@H]1OC(=O)CC/C=C\Cc2ccccc21 | -0.1%
COc1ccc(NC(=O)N(C)C[C@H]2Oc3c(NC(=O)c4ccncc4)cccc3C(=O)N([C@H](C)CO)C[C@@H]2C)cc1 | -2.2%
CS(=O)(=O)N(CC(=O)NCc1ccccc1)c1ccc(Cl)cc1 | 5.1%
CCOC(=O)C1=C(N)Oc2cc(O)ccc2C1c1ccc(F)cc1F (configuration not stated) | 2.3%
COc1ccc(NS(=O)(=O)c2ccc(Cl)c(NC(=O)c3ccccc3F)c2)cc1 | -1.2%
CCOc1cc(/C=C(/C#N)C(=O)Nc2ccc(OC)cc2)ccc1OCc1ccc(C(=O)O)cc1 | 0.9%
CCN(CC(=O)NC1CCS(=O)(=O)C1)S(=O)(=O)c1cc(C)ccc1C (configuration not stated) | -0.2%
COc1cccc(CNC(=S)Nc2cccc(Cl)c2C)c1 | -4.8%
CCOC(=O)c1c(NC(=O)COC(=O)CCCOc2ccc(OC)cc2)sc(C(=O)NC)c1C | 0.3%
CC(C)(C)c1ccc(NC(=O)CN2C(=O)NC(C)(C3CC3)C2=O)cc1 (configuration not stated) | 1.0%
O=c1nc(N2CCCC2)nc(N2CCCC2)[nH]1 | 2.4%
O=S(=O)(c1ccc2c(c1)OCCO2)C1CCC(O)CC1 (configuration not stated) | 4.7%&3.9%
CCN(CC(=O)Nc1c(F)cccc1F)C(=O)c1ccc(N2C(=O)c3ccccc3C2=O)cc1 | 10.2%
O=C(c1cc(Cl)ccc1O)N1CCN(S(=O)(=O)Cc2ccccc2)CC1 | 2.4%
Cc1ccc(-c2cc(-c3ccc(F)cc3)n[nH]2)c(O)c1 | -2.5%
O=S(=O)(c1cccc(Cl)c1)N1CCN(S(=O)(=O)c2ccc3c(c2)OCCO3)CC1 | -1.1%
Cc1cccc(C(=O)N2CCCC(c3nc(-c4ccc(F)cc4)no3)C2)c1 (configuration not stated) | 5.0%
CC(NC(=O)/C(C#N)=C/c1ccc(OCC(=O)O)cc1)c1ccccc1 (configuration not stated) | -9.5%
Cc1cc(F)ccc1NC(=O)CCc1ccc(S(=O)(=O)N2CCOCC2)cc1 | -2.4%
CCOC(=O)CCCCCC(=O)Nc1ccc2c(c1)C(=O)N([C@H](C)CO)C[C@@H](C)[C@H](CN(C)Cc1ccc3c(c1)OCO3)O2 | -5.5%
COc1ccc(NS(=O)(=O)c2cc(N=Nc3c(O)[nH]c(=O)[nH]c3=O)ccc2Cl)cc1 | -5.8%
COc1ccccc1CNS(=O)(=O)c1cccs1 | 5.6%
CC(C(=O)Nc1ccc(S(=O)(=O)N2CCCC2)cc1)N1CCCC(C(N)=O)C1 (configuration not stated) | 6.4%
COc1ccc(-c2cn(CCO)c(-c3ccncc3)n2)cc1 | -11.5%
COc1cccc(N2CCN(C(=S)Nc3ccccc3)CC2)c1 | -14.2%
O=C1CC2(CCN(C(=O)c3cccc([N+](=O)[O-])c3)CC2)Oc2ccccc21 | 2.1%
CC(C)OCCCNC(=O)c1cccc2c1C(=O)c1ccc(Cl)cc1S2(=O)=O | 4.1%
Cc1ccc(NS(=O)(=O)c2ccc(C)c(NC(=S)NCCN3CCOCC3)c2)c(C)c1 | -0.4%
CCCCn1c(N)c(N(CC(C)C)C(=O)CSCc2cccc(C)c2)c(=O)[nH]c1=O | 5.6%
CN(C(=O)Cn1nc(C(=O)O)c2ccccc2c1=O)C1(C#N)CCCCC1 | -6.0%
COC(=O)C1(Cc2cc(-c3cccc(Br)c3)no2)CCN(C(=O)OC(C)(C)C)CC1 | 6.2%
CC(C)(C)c1cc(OC(=O)C2CCCC2)ccc1O | -5.3%[2.29 µM]
Cc1ccc(CNC(=O)COC(=O)c2ccc(S(=O)(=O)N3CCCCCC3)cc2)cc1 | 1.3%
CC(C(=O)N1CCc2ccccc21)N(C)CC(=O)Nc1cccc(F)c1 (configuration not stated) | -0.8%
O=C(NCCCn1ccnc1)c1ccc(-c2cccc(Cl)c2Cl)o1 | -10.2%
Cc1ccc(N2C(=O)N3[C@H](c4ccc(Br)cc4)[C@@H]4C(=O)N(C(C)(C)C)C(=O)[C@@H]4[C@]3(C)C2=O)cc1 | 2.4%
Cc1ccc(NC(=O)CSc2nc3ccccc3c(=O)[nH]2)cc1[N+](=O)[O-] | -9.9%
CC(C)(C)NC(=O)CN(C(=O)CCC(=O)Nc1nccs1)c1ccc(F)cc1 | 1.3%
O=C(Cn1nnc(-c2ccccc2)n1)NC1CCS(=O)(=O)C1 (configuration not stated) | -2.4%
Cc1ccc(CNCc2cc(Cl)ccc2O)cc1 | -5.3%
CC(C)N1C(=O)C(=O)N(CC(=O)N2CCc3ccccc32)C1=O | 5.8%
Cc1ccc(S(=O)(=O)N2CCN(C(=O)CCC(=O)Nc3ccc(F)cc3F)CC2)cc1 | 4.7%
S=C(NCC1CCCO1)c1ccc(Br)cc1 (configuration not stated) | -3.7%
COC(=O)c1ccc(COC(=O)C2CCN(S(=O)(=O)c3ccccc3C(=O)OC)CC2)cc1 | -2.9%
CN(C(=O)COC(=O)c1c2c(nc3ccccc13)CCCC2)c1c(N)n(Cc2ccccc2)c(=O)[nH]c1=O | 1.6%
COc1ccc(N2CCN(C(CNC(=O)C(=O)NC3CCCC3)c3ccco3)CC2)cc1 (configuration not stated) | -7.9%
CN1C(=O)/C(=C/c2cccc([N+](=O)[O-])c2)C(=O)N1c1ccccc1 | -12.6%
CCOc1ccc(S(=O)(=O)/N=C(/Nc2ccc(C(C)=O)cc2)c2ccccc2)cc1 | -8.2%
COc1ccc(-c2cc(C(=O)NCCCN3CCCC3=O)c3ccccc3n2)cc1OC | -0.5%
CCCN(CC(=O)Nc1ccccc1C)C(=O)/C=C/c1ccc(S(=O)(=O)N2CCCCCC2)cc1 | 0.8%
COc1ccc(S(=O)(=O)N2CCN(C)CC2c2ccccc2)cc1OC (configuration not stated) | -0.8%
COc1cccc(NC(=O)CN(C)C(=O)C2CCN(C(=O)c3ccccc3C)CC2)c1 | -8.0%
